Compound activity (PubChem)
DT40 TDP1 no CPT = qHTS for Inhibitors of human tyrosyl-DNA phosphodiesterase 1 (TDP1): qHTS in cells in absence of CPT | DT40 Tdp1-/- hTDP1 cells, no CPT, ATP luminescence, 48 h | Potency, µM (doses to about 46.2 µM), for the others: top-dose activity change, negative = growth inhibition, hits mostly inhibitors | 15% of 420,000 active; further: nearly all actives have a fitted effect of over 55% in size
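No-CPT arm: Tdp1-/-;hTDP1 DT40 cells (400/well) plus compounds, incubated ≥48 hr at 37 °C. Readout CellTiter-Glo luminescence.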
N370S GC = inhibits or activates N370S mutant glucocerebrosidase. P04062. N370S GC spleen homogenate, 4MU-glucoside fluorescence. Potency, µM (series often up to 59.4 µM), inactives show at the top dose activity change, negative = inhibition, actives largely listed as inhibitors. 0.092% of 330,000 active;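 further: 0% = full enzyme activity and -100% = no enzyme basal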
TDP1 block = inhibitors of human tyrosyl-DNA phosphodiesterase TDP1; Q9NUW8; recombinant TDP1, AlphaScreen DNA substrate cleavage; Potency, µM (highest dose often 130 µM), for inactives: top-dose activity change, negative = inhibition, usual class: inhibitors; 0.28% of 350,000 active; further: nearly all actives have a fitted effect of over 40% in size
Target sequence (Q9NUW8 whole entry, looked up): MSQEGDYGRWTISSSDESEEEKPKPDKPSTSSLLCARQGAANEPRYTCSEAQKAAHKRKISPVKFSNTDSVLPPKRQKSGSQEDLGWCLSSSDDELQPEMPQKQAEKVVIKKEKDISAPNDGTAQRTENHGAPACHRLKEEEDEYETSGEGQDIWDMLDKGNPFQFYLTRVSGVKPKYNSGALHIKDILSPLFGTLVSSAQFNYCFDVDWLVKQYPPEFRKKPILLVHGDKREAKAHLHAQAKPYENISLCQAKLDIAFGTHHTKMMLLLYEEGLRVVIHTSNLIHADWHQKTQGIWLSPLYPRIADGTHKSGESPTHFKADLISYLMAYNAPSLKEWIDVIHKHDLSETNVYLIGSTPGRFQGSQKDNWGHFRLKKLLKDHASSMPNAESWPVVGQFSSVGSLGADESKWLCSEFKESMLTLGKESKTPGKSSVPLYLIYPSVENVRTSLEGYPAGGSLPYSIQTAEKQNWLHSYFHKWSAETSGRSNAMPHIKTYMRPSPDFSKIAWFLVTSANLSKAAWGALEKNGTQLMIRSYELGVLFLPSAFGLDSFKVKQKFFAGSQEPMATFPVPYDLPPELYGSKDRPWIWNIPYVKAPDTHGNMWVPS
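Here, a 5' biotin and 3' phosphotyrosine-FITC DNA oligonucleotide reports Tdp1 activity: intact substrate bridges AlphaScreen beads, while cleavage leaves a 3' phosphate and drops signal. All incubations at room temperature.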
* = called active by the depositor; ? = inconclusive; nt = no result given; & = joins results of further samples; [ ] = dose if it differs, or a comment. The call rests on the fitted dose curve; in most records, active means well fitted curve in the direction sought with a large enough effect; inconclusive means small, poorly fitted or top-dose-only effect, or another doubt; inactive means no such curve, though single readings can be large; an effect the other way counts as inactive or inconclusive. Unless noted, on the % scale 0 is the no-effect control and ±100 the full control effect; potency means the concentration at half of the fitted maximal effect. Not all compounds are listed; the hit share may differ from the screen's.

#	canonical_smiles	DT40 TDP1 no CPT	N370S GC	TDP1 block
1	CCCC1S/C(=N/N=C/c2ccc(OC)cc2)N(Cc2ccccc2)C1=O (stereo not given)	?	8%	-2%
2	O=C1CCCc2nc(N3CCN(C(=O)c4ccco4)CC3)ncc21	20%	0%	1%
3	O=C(CC1C(=O)N(c2ccc(F)cc2)C(=O)N1Cc1ccc2c(c1)OCO2)Nc1ccc(F)cc1 (stereo not given)	?	nt	-6%
4	O=C(O)c1cnn(-c2nc(-c3ccc(Cl)cc3)cs2)c1C(F)(F)F	-19%	2%	nt
5	CCCCN(C)CCNC(=O)C1CCCN(S(=O)(=O)c2ccc3c(c2)oc(=O)n3C)C1 (stereo not given)	-24%	nt	1%
6	Cn1c(C(=O)NCCN2CCCCCC2)cc2c(=O)n(C)c3ccccc3c21	?	-2%	-3%
7	CCCC12CN3CC(C)(CN(C1)C3c1ccc(OC(C)C)cc1)C2=O (stereo not given)	?	-7%	-4%
8	COc1ccc(C(c2nnnn2CCc2ccccc2)N2CCN(C3CCCC3)CC2)cc1OC (stereo not given)	-12%	-7%	1%
9	O=C(CN(C(=O)CCC(=O)Nc1nccs1)c1ccc2c(c1)OCO2)NCc1ccccc1	-15%	-11%	nt
10	CC1(C)CC(=O)C2=C(C1)NC(Nc1nc3ccccc3o1)=NC2c1ccccc1 (stereo not given)	2.8µM*	nt	-2%
11	CC(=O)c1cc2c(cc1NC(=O)CSc1nc3ccc(C)cc3[nH]1)OCO2	?	1%	0%
12	Cc1cc(C)c2c(NC(=S)NC(=O)c3ccccc3)n[nH]c2n1	-15%	4%	6%
13	O=C1C(C=NCC2CCCO2)=C(O)c2ccccc21 (stereo not given)	-17%	26%[2.35 µM]	1%
14	COc1ccc(CCNS(=O)(=O)c2cn(C)c(=O)n(C)c2=O)cc1	-6%	7%	8%
15	O=c1[nH]c(CSc2nnc(-c3ccco3)n2-c2ccccc2)nc2sc3c(c12)CCC3	nt	14%	2%
16	S=C(Nc1ccc2c(c1)OCO2)N1CCN(Cc2ccco2)CC1	3%	-8%	1%
17	COc1ccccc1N1CC(C(=O)Nc2ccc3c(c2)OCO3)CC1=O (stereo not given)	3%	15%	0%
18	O=[N+]([O-])/C(N=Nc1ccccc1)=N\Nc1ccccc1	5%	-3%	-1%
19	Cc1ccc(-n2c(N)c(C#N)c(-c3ccc(Cl)cc3)c(C#N)c2=O)cc1	-19%	5%	3%
20	COC(=O)[C@@]1(Cc2ccc(F)cc2)[C@H]2c3cc(C(=O)N(C)C)n(CCc4c[nH]c5ccc(OC)cc45)c3C[C@H]2CN1C(=O)c1ccccc1	23µM*	2%	9%
21	COc1cc(/C=C/C(=O)N2CCN(c3n[nH]c(=O)[nH]c3=O)CC2)cc(OC)c1OC	-13%	4%	0%
22	Cc1c(C(=O)N2CCCC2)sc(NC(=O)c2ccc(Cl)cc2)c1C#N	?	-9%	-3%
23	Cc1ccccc1CS(=O)(=O)Cc1ccc(C(=O)NC2CCCC2)o1	?	-13%	0%
24	CCC(C(=O)OC)n1c(-c2ccccc2)nc2ccccc2c1=O (stereo not given)	?	10%	-5%
25	COC(=O)CS(=O)(=O)c1cccc2cccnc12	13%	0%	-8%

Compound profiles, as listed above:
O=c1[nH]c(CSc2nnc(-c3ccco3)n2-c2ccccc2)nc2sc3c(c12)CCC3 in the list: DT40 TDP1 no CPT: nt; N370S GC: 14%; TDP1 block: 2%
Cc1ccccc1CS(=O)(=O)Cc1ccc(C(=O)NC2CCCC2)o1 in the list: DT40 TDP1 no CPT: ?; N370S GC: -13%; TDP1 block: 0%

Molecules from the list above with an aryl methoxy group (6):
#	canonical_smiles	DT40 TDP1 no CPT	N370S GC	TDP1 block
1	CCCC1S/C(=N/N=C/c2ccc(OC)cc2)N(Cc2ccccc2)C1=O (stereo not given)	?	8%	-2%
8	COc1ccc(C(c2nnnn2CCc2ccccc2)N2CCN(C3CCCC3)CC2)cc1OC (stereo not given)	-12%	-7%	1%
14	COc1ccc(CCNS(=O)(=O)c2cn(C)c(=O)n(C)c2=O)cc1	-6%	7%	8%
17	COc1ccccc1N1CC(C(=O)Nc2ccc3c(c2)OCO3)CC1=O (stereo not given)	3%	15%	0%
20	COC(=O)[C@@]1(Cc2ccc(F)cc2)[C@H]2c3cc(C(=O)N(C)C)n(CCc4c[nH]c5ccc(OC)cc45)c3C[C@H]2CN1C(=O)c1ccccc1	23µM*	2%	9%
21	COc1cc(/C=C/C(=O)N2CCN(c3n[nH]c(=O)[nH]c3=O)CC2)cc(OC)c1OC	-13%	4%	0%

More results
#	canonical_smiles	DT40 TDP1 no CPT	N370S GC	TDP1 block
26	CCc1ccc(OCC(=O)OC(C)C(=O)NC2CC2)cc1 (stereo not given)	14%	-4%	4%
27	CC12CCC(c3c1nc1ccccc1[n+]3[O-])C2(C)C (stereo not given)	18µM*	-2%	3%
28	CC(C)(C)c1ccc(C(=O)C2CCCN(C(=O)CCn3cncn3)C2)cc1 (stereo not given)	?	2%	3%
29	CC(C)CC(=O)NC1(C(F)(F)F)C(=O)Nc2c1c(=O)n(C)c(=O)n2C (stereo not given)	-20%	2%	4%
30	COc1ccc(NC(=O)C2CCCN2C(=O)NCc2ccccc2)cc1 (stereo not given)	?	-7%	6%
31	Cc1c(C(=O)NCC2CCCO2)oc2ccc(S(=O)(=O)N3CCCCC3)cc12 (stereo not given)	-34%	-5%	3%
32	Fc1cccc2sc(Nc3nc4c(F)cccc4s3)nc12	13µM*	-3%	5%
33	COc1ccc(C2C(=O)N(C3CCCCC3)CC(=O)N2CC2COc3ccccc3O2)cc1 (stereo not given)	?	6%	2%
34	c1ccc(Nc2scc(-c3ccccc3)[n+]2Cc2ccco2)cc1	23µM*	-1%	8%
35	COC(=O)c1sc(NC(=O)c2ccco2)c(C#N)c1C	3%	-3%	2%
36	CCSc1ncnc2c1oc1ccccc12	-25%	4%	4%
37	O=C(Nc1ccc(F)c(Cl)c1)N1CCC2(CC1)Oc1ccccc1C(=O)N2Cc1ccccc1F	12µM*	nt	-2%
38	COc1ccc(NC(=O)C(C)N2c3cccc4cccc(c34)S2(=O)=O)c(OC)c1 (stereo not given)	?	-9%	nt
39	Cc1ccc(-c2nnc(SCc3cccc(C#N)c3)o2)cc1	?	nt	-1%
40	O=C(NC1CCCc2ccccc21)C(Cc1ccccc1)NS(=O)(=O)c1cccs1 (stereo not given)	1%	4%	2%
41	CC(/C=C1\N=C(SCc2ccccc2Cl)SC1=O)=C\c1ccccc1	?	-1%	5%
42	Cc1nc2nc[nH]n2c(=O)c1CCOC(=O)c1ccccc1F	-19%	11%	3%
43	CCC1(c2ccc(F)cc2)NC(=O)N(CC(=O)Nc2cccc(S(=O)(=O)N3CCCCC3)c2)C1=O (stereo not given)	?	-5%	7%
44	CCN(CC(=O)NCc1ccc(Cl)cc1)C(=O)CSc1ccccc1F	?	2%	4%
45	COc1ccccc1NC(=O)CC(=O)Nc1ccccc1OC	-5%	2%	nt
46	CCCS(=O)(=O)N1CCCC(c2nc(-c3cccc(OC)c3)no2)C1 (stereo not given)	-5%	-3%	2%
47	CN(C(=S)NC(=O)c1ccc(Br)o1)c1ccccc1	-12%	-12%	2%
48	C/C(=N\NS(=O)(=O)c1ccccc1)c1ccc2c(c1)OCCO2	1%	4%	8%
49	O=C(Cc1ccccc1)NC(NC(=O)Cc1ccccc1)c1cccc([N+](=O)[O-])c1	18µM*	-5%	5%
50	Cc1ccc(NC(=O)Cn2cc(S(=O)(=O)N3CCN(c4ccccc4F)CC3)c3ccccc3c2=O)cc1F	-29%	nt	2%
51	CC(C)CCNC(=O)C1CCN(C(=O)N(C)C)CC1	-15%	-1%	-3%
52	C/C(=N\OCc1nc2ccccc2c(=O)n1/N=C/c1cc([N+](=O)[O-])ccc1O)c1ccccc1	?	8%	13%
53	Cc1ccc(NC2=C(Cl)C(=O)OC2OC(=O)c2ccco2)cc1 (stereo not given)	16µM*	6%	2%
54	Cn1nnnc1SCC(=O)C(C)(C)C	11%	16%	-1%
55	O=C(O)C1CC(=O)N(Cc2ccc3c(c2)OCO3)C1 (stereo not given)	1%	1%	0%
56	CC1=C(C(=O)Nc2ccc(C)cc2Cl)C2(CCCCC2)OC1=O	16µM*	nt	3%
57	CCCCCCNc1cc2n(c(=O)n1)CCc1cc(OC)c(OC)cc1-2	?	1%	7%
58	COc1ccc(NC(=O)Nc2ccc3nc(C)c(C)nc3c2)cc1	-20%	1%	1%
59	Cn1cnc(S(=O)(=O)N2CCN(c3cccc(Cl)c3)CC2)c1	17%	-4%	-1%
60	COCc1cc(C)nc(OCC(=O)N/N=C\c2cc(C)n(-c3cccc(C(F)(F)F)c3)c2C)c1C#N	?	-9%	8%
61	Cc1ccc(Nc2nc(C(=O)N3CCC(C(=O)NCc4ccccc4)CC3)cs2)cc1	?	3%	nt
62	CCCCNC(=O)c1cc2cc(OC)ccc2[nH]1	-23%	4%	5%
63	COCc1cc(=O)[nH]c(Nc2nc(C)c3ccccc3n2)n1	16µM*	0%[12.8 µM]	5%
64	CC1=CC2=NC(=O)/C(=C\c3cccn3CCOc3ccc(C)c(C)c3)C(=N)N2O1	?	-6%	7%
65	CCn1cc([N+](=O)[O-])c(C(=O)N2N=C(c3ccc4ccccc4c3)CC2c2cc(Br)ccc2O)n1 (stereo not given)	6.5µM*	-26%	10%
66	COc1ccc2c(c1)cc(C(=O)N[C@H](C(=O)N1CCC(C(=O)O)CC1)C(C)C)n2C	13%	-2%	nt
67	Cc1ccccc1Nc1nc(N)nc(CSc2n[nH]c(N)n2)n1	-3%	0%	3%
68	COc1ccc(/C=N/n2cnnc2)cc1Cn1nc(C)c([N+](=O)[O-])c1C	?	20%	0%
69	Cc1ccc(C(=O)NCC(=O)N2CCC3(CC2)NCCc2[nH]cnc23)cc1C	1%	0%	4%
70	CCc1ccc(NC(=O)CCCN2C(=O)C3CC=CCC3C2=O)cc1 (stereo not given)	?	20%	6%
71	CN(C)c1ccc(CNC(=O)CCn2cccn2)cc1	3%	nt	3%
72	Cc1ccc(-c2nnn(CC(=O)N(Cc3ccco3)C(C(=O)NC3CCCC3)c3cccs3)n2)o1 (stereo not given)	?	15%	5%
73	CC1CCCCN1CCCNC(=O)c1cc(Br)c(Br)[nH]1 (stereo not given)	-13%	2%	nt
74	COc1cccc(-c2noc(COc3ccccc3Cl)n2)c1	-3%	nt	-15%
75	CCSc1nnc(NC(=O)CSc2nnc(CNC(=O)c3ccccc3F)o2)s1	-7%	4%	6%

(listing goes on)
#	canonical_smiles	DT40 TDP1 no CPT	N370S GC	TDP1 block
76	COc1ccc(-n2c(C)nc3cc(C(=O)NCc4ccc5c(c4)OCO5)ccc32)cc1	-22%	4%	6%
77	Cc1ccc(-c2noc(CCC(=O)NC3CCN(Cc4ccccc4)CC3)n2)cc1	?	-14%	2%
78	CCN(CC)C(=O)CSc1nnc(-c2ccccc2)o1	-2%	-29%	5%
79	COc1ccccc1NC(=O)CCc1nnc2ccc(N3CCN(C)CC3)nn12	18%	-9%	3%
80	CCOC(=O)N1CCN(C(=O)COc2cccc3c2CCN(Cc2ccccc2F)C3=O)CC1	15µM*	-1%	3%
81	COc1cc2ccccc2cc1C(=O)O	-14%	2%	-2%
82	CCN(CC)CC(O)CCCCCCCCC(=O)OC (stereo not given)	-8%	0%	8%
83	CCCn1c2ccccc2c2cnn(CC(=O)N(Cc3ccccc3)C(C)C)c(=O)c21	18µM*	nt	1%
84	C/C=C(/C(=C/C)c1ccc(O)cc1)c1ccc(O)cc1	?	-13%&-10%	9%
85	Cc1cc(C)c2nc(C(F)(F)F)c(C#N)c(N)c2c1	?	10%	5%
86	COc1ccc(C(=O)N(Cc2ccccc2)Cc2cc3cc4c(cc3[nH]c2=O)OCCO4)cc1	11µM*	9%	3%
87	Cc1ccc(NC(=O)COC(=O)C2C3CC4OC(=O)C2C4C3)cc1 (stereo not given)	-21%	?	nt
88	N#CC(C(=O)OCc1ccccc1)c1nc2ccccc2nc1N1CCOCC1 (stereo not given)	?	26%	-2%
89	CCC(=O)N(Cc1cc2cc(OC)ccc2[nH]c1=O)c1ccc(C)cc1C	?	-2%	2%
90	CCOC(=O)c1sc(NC(C)=O)cc1C	1%	-3%	-1%
91	COc1ccc(NC(=O)CN(C)CC(=O)Nc2ccccc2SC)cc1Cl	?	8%	0%
92	O=C(Nc1cccc(-c2nnc(-c3ccccc3)o2)c1)C1CCCO1 (stereo not given)	?	-6%	9%
93	CCS(=O)(=O)N1CCC2(CC1)OC(=O)C(C)=C2C(=O)NCc1ccccc1C	4%	nt	0%
94	CCN1CCCC1CNC(=O)c1ccc2c(c1)NC(=O)/C(=C\c1ccc(OC)c(OC)c1)S2 (stereo not given)	16µM*	?	3%
95	COc1ccc(-c2nc(Cn3c(SCc4cccc(Cl)c4)nc4ccncc43)c(C)o2)cc1	?	nt	5%
96	COc1cc2c(cc1OC)CN(C(=O)c1ccc(S(=O)(=O)N3CCCCC3)cc1)CC2	16µM*	17%	2%
97	Cc1[nH]c2ccccc2c1C1(O)C(=O)N(Cc2ccccc2Cl)c2ccccc21 (stereo not given)	5.2µM*	nt	8%
98	O=C(Cc1ccc2cccnc2c1)c1ccc(O)cc1O	-16%	0%	6%

Copied from the list.
In N370S GC, cpd 11 is listed with 1%
In DT40 TDP1 no CPT, cpd 58 is listed with -20%
